PGK inhibitor: inhibitors of T. brucei phosphoglycerate kinase; PGK/GAPDH coupled, Kinase-Glo luminescence, 60 min; Potency, µM (titrated, usually from 57.5 µM), inactives show at the highest dose activity change, negative = inhibition, actives largely listed as inhibitors; 380,000 compounds, 0.043% hits; note: potency is the fitted concentration of half-maximal effect; % is set by controls: 0 for no effect and ±100 for the full control effect; nearly all actives have a fitted effect of over 60% in size
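Luminescent ATP detection (Kinase-Glo Plus) follows a 60-minute room-temperature incubation, with wells lacking PGK as controls. Buffer: 100 mM TEA (pH 7.6), 5 mM MgCl2, 0.01% Tween-20. Coupling enzyme GAPDH (100 nM final) supplies unstable 1,3-BPG in-well.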
GLS inhibitor: glutaminase GLS (human) inhibition. AID 624170. GLS enzymatic activity, qHTS titration. Potency, µM (highest dose often 45.5 µM), inactives show at the top dose activity change, negative = inhibition, actives largely listed as inhibitors. 410,000 compounds, 0.21% hits; note: potency is the fitted concentration of half-maximal effect; % is set by controls: 0 for no effect and ±100 for the full control effect
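Compounds were pin-transferred onto hKGA, after which L-glutamine (1 mM solution) and a detection mix of glutamate oxidase, HRP and Amplex Red were added. Initial and 30 min RT fluorescence reads were collected.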
mIDH1 inhibitor: inhibitors of human mutant IDH1 R132H; AID 602179; 390,000 compounds, 0.093% hits; Potency, µM (top dose mostly 76.6 µM), for inactives: at the top dose activity change, negative = inhibition, most hits filed as inhibitors; IDH1-R132H enzyme, NADPH consumption, diaphorase/resazurin fluorescence; O75874; note: potency is the fitted concentration of half-maximal effect; % is set by controls: 0 for no effect and ±100 for the full control effect; nearly all actives have a fitted effect of over 65% in size
Target sequence (O75874 whole entry R132H, stated change not applied): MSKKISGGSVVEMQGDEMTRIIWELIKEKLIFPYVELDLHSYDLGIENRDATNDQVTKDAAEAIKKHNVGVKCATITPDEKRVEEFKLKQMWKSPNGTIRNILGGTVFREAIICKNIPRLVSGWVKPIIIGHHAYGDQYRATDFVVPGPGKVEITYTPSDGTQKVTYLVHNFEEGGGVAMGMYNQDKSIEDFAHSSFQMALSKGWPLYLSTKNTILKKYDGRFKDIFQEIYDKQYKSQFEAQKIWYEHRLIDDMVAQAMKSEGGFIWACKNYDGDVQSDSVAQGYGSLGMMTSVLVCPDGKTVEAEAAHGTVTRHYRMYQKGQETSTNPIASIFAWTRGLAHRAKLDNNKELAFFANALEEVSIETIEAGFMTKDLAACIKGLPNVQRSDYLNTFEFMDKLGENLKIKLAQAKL
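IDH1-R132H (0.5 ug/mL dispensed) in pH 7.5 Tris buffer was preincubated 30 min with compound, then given a substrate mix of 0.016 mM NADPH and 2 mM alpha-KG for 80 min at room temperature; remaining NADPH was read by diaphorase/resazurin fluorescence.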
HP1b binding inh: inhibitors of HP1-beta chromodomain binding to methylated histone tails; P83916; AlphaScreen HP1-beta / biotin-H3K9me3 peptide binding; Potency, µM (highest dose often 114 µM), for inactives: at the top dose activity change, negative = inhibition, usual class: inhibitors; 390,000 compounds, 0.56% hits; AID 540317; note: potency is the fitted concentration of half-maximal effect; nearly all actives have a fitted effect of over 70% in size; inactives centre near 23
Target sequence (P83916 whole entry, looked up): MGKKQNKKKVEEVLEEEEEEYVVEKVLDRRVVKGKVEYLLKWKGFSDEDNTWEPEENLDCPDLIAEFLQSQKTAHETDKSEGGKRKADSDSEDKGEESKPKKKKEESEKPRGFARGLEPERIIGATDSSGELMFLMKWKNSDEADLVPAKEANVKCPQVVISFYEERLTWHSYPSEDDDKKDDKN
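AlphaScreen: HP1-beta (50 nM) preformed 30 min with biotin-H3(1-18)K9me3 peptide (50 nM) in PBS pH 7.4, 0.01% Tween-20. Compound added for 30 min at RT, then streptavidin donor/nickel chelate acceptor beads (10 ug/mL) for 30 min.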
TrxR1 substrate: rat thioredoxin reductase 1 substrate activity | O89049 | purified TrxR1 substrate turnover, NADPH consumption readout | Potency, µM (series often up to 114 µM), inactives show at the highest dose activity change, negative = substrate turnover | 390,000 compounds, 0.01% hits | AID 588456; note: potency is the fitted concentration of half-maximal effect; % is set by controls: 0 for no effect and ±100 for the full control effect; nearly all actives have a fitted effect of over 50% in size
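Rat TrxR1, dispensed at 90 nM, was prereduced with 400 uM NADPH (final) for 5 min at ~22 deg C, then incubated with compound 15 min before 400 uM selenite. A first-read NADPH fluorescence drop versus no-compound background flagged substrates.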
Pin1 inhibitor: human Pin1 inhibition; 390,000 compounds, 0.009% hits; AID 504891; Q13526; Potency, µM (series often up to 115 µM), inactives show top-dose activity, negative = inhibition, actives largely listed as inhibitors; Pin1 FP peptide displacement, HiFluor488, 10 min; active = well fitted inhibition curve with a large enough effect in the polarisation, with a control signal flat, not every such curve was filed as active; inconclusive = small, poorly fitted or top-dose-only effect, or effect the other way, or a change in a side signal; inactive = no such curve, though single readings can be large or run the other way; the % refers to the polarisation; note: potency is the fitted concentration of half-maximal effect; % is set by controls: 0 for no effect and ±100 for the full control effect
Target sequence (Q13526 whole entry, looked up): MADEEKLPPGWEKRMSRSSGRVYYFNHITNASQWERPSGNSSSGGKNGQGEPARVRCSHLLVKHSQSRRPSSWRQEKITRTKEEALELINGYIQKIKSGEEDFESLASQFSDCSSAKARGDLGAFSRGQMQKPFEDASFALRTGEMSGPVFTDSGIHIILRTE
USP1-UAF1 inh: inhibitors of human USP1/UAF1 deubiquitinase. 390,000 compounds, 0.23% hits. Potency, µM (series often up to 57.1 µM), without a hit: top-dose activity change, negative = inhibition, most hits filed as inhibitors. O94782. recombinant USP1/UAF1, Ub-Rhodamine cleavage fluorescence; note: potency is the fitted concentration of half-maximal effect; % is set by controls: 0 for no effect and ±100 for the full control effect; nearly all actives have a fitted effect of over 60% in size; inactives centre near -12
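USP1/UAF1 complex at 1 nM was preincubated with compound for 15 min at room temperature, then Ub-Rho substrate (150nM final) was added. Fluorescence (480/540 nm) was read kinetically, 6 reads every 60 seconds.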
TrxR1 inh: blocks rat thioredoxin reductase 1; AID 588453; recombinant rTrxR1, NADPH fluorescence consumption, selenite substrate; O89049; 390,000 compounds, 1% hits; Potency, µM (series often up to 114 µM), for the others: at the highest dose activity change, negative = inhibition, hits mostly inhibitors; note: potency is the fitted concentration of half-maximal effect; % is set by controls: 0 for no effect and ±100 for the full control effect; nearly all actives have a fitted effect of over 65% in size
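Rat TrxR1 (90 nM in the dispensed reagent) was pre-reduced with 400 uM NADPH for 5 min at room temperature, then incubated with compound for 15 min. After 400 uM selenite was added, NADPH fluorescence (Ex 340/Em 450 nm) was followed for 8 min.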
PI4K2A block: PI4K2A (human) kinase inhibition. Q9BTU6. purified PI4K2A, ADP-Glo luminescence, 1 h; stronger effect = lower value. activity change, negative = inhibition, % at 76.9 µM. 420,000 compounds, 0.13% hits; in the data active = activity change below about -50%; inconclusive = mostly about -30% to -49%;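 note: -100% = wells without enzyme as full effect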
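ADP-Glo luminescence measured ADP generated by PI4K2A enzyme (4 ug/mL before mixing) with 1.2 mM PI substrate (pre-mix) and 300 microM ATP (pre-mix). Tris pH7.5 buffer with MgCl2, Triton X-100; 1 h reaction at ambient temperature.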
The depositor's hits bear a star; i = inactive; ? = inconclusive; . = not tested or not shown; [ ] = remark or other dose. Unless noted, calls come from the whole dose curve; as a rule, active = well fitted curve in the direction sought with a large enough effect; inconclusive = small, poorly fitted or top-dose-only effect, or another doubt; inactive = no such curve, though single readings can be large; an effect the other way counts as inactive or inconclusive.

SMILES	PGK inhibitor	GLS inhibitor	mIDH1 inhibitor	HP1b binding inh	TrxR1 substrate	Pin1 inhibitor	USP1-UAF1 inh	TrxR1 inh	PI4K2A block
COc1ccccc1NC(=O)CSCC(=O)N1c2ccccc2CCc2ccccc21	0%	5%	-6%	26%	-6%	0%	0%	16%	-3
CCN(CC)S(=O)(=O)c1cccc(C(=O)OCC(=O)c2ccc3c(c2)NC(=O)CO3)c1	-1%	7%	4%	6%	3%	17%	-24%	4%	-2
O=C(COC(=O)c1ccc(O)cc1)NC(=O)NCc1ccccc1	-5%	0%	-7%	23%	-5%	-3%	-14%	8%	3
Cc1cccc(-n2c(C)cc(C=C(C#N)C#N)c2C)c1	-9%	-5%	2%	24%	-8%	-4%	-6%	-9%	4
CCCCOc1ccc(C(=O)NCCc2sc(-c3ccc(OC)c(OC)c3)nc2C)cc1	-9%	6%	9%	22%[57 µM]	13%[57.1 µM]	-1%	-21%	10%[57.1 µM]	-1
COc1ccc(CNC(=O)COC(=O)c2ccc3ncsc3c2)cc1OC	4%	4%	-4%	36%	-2%	5%	-13%	4%	-4
Nc1nc(NCCOCCO)nc(NCc2ccccc2)c1[N+](=O)[O-]	-2%	-5%	9%	27%	-10%	2%	-7%	2%	-2
CC(NC(=O)Cc1ccc(F)cc1)C(c1cccs1)N1CCN(C)CC1 (centres undefined)	-11%	-1%	2%	12%	13%	3%	?	23%	0
Cn1cc(CCNCc2cn[nH]c2-c2ccc(-c3ccccc3)cc2)cn1	i	-13%	-3%	-19%	2%	0%	-2%	17%	-5
CCc1cc(-c2cnnn2Cc2ccc3ccccc3c2)ccc1-c1cn(CC(C)C)nn1	-1%	-7%	7%	.	.	.	-18%	.	-3
CC1CCN(c2cc(N)c(Cl)cc2[N+](=O)[O-])CC1	-3%	-7%	3%	-17%	-11%	?	?	1%	-5
COc1ccc(-c2cc(=Nc3c(C)n(C)n(-c4ccccc4)c3=O)c3ccccc3o2)cc1	-2%	18%	-2%	-11%	311%[activator]	-3%	?	?	-1
C=CCC[C@H](Cc1ccc(F)cc1)C(=O)OC[C@H](Cc1c[nH]c2ccccc12)NC(=O)[C@H](CC=C)CC(=O)NCCO	4%	0%	?	-15%	-12%	3%	-19%	6%	-4
COc1cccc(OC)c1C(=O)NC(C)C12CC3CC(CC(C3)C1)C2 (centres undefined)	-12%	9%	10%	13%	2%	5%	0%	11%	-7
COc1cc(OC)c(OC)cc1/C=N/n1c(-c2n[nH]c3c2CCC3)n[nH]c1=S	-5%	-10%	1%	-26%	3%	0%	-26%	-9%	3
O=C(NCc1cccnc1)c1ccc(COc2ccc(Cl)cc2Cl)o1	-9%	-6%	2%	38%	-1%	2%	-26%	15%	2
CCOC(=O)c1ccc(N2C(=O)C=CC2=O)cc1	i	-25%	4%	20µM*	9%	8%	-25%	8.9µM*	2
O=C(NCc1ccccc1)C1CCCN(S(=O)(=O)c2ccc(Br)cc2)C1 (centres undefined)	i	0%	4%	24%	-4%	-3%	-18%	9%	-3
Cc1noc(C)c1C(=O)N1CCCc2ccccc21	12%	5%	1%	32%	8%[57.1 µM]	-3%	1%	5%[57.1 µM]	6
COc1ccc(B(O)O)c(CN2CCN(C(=O)OC(C)(C)C)CC2)c1	?	2%	-11%	-6%	-1%	-1%	-6%	4%	-1
O=C(CNc1cc(S(=O)(=O)N2CCOCC2)ccc1N1CCCC1)Nc1ccc(Cl)cc1F	-4%	6%	-1%	.	.	.	-22%	.	5
C[C@@H]1CNC(=O)c2c(C(=O)Nc3cccc(Cl)c3)ncn21	-1%	-1%	17%	.	.	.	-19%	.	-4
C=C1C(C(=O)Nc2ccc(F)cc2)C1C(=O)Nc1ccc(F)cc1 (centres undefined)	5%	-1%	8%	32%	-1%	-2%	-1%	8%	2
Cc1cn2c(=O)cc(COc3ccc(NC(=O)c4ccccc4C)cc3)nc2s1	-3%	-1%	6%	58%[activator]	7%	-11%	-21%	23%	-6
CC1CCN(C(=O)COC(=O)CCc2c[nH]c3ccccc23)CC1	-4%	2%	-5%	18%	-13%	0%	-2%	9%[57.1 µM]	-3
COc1ccc(OCc2cc(C(=O)N3CCN(CC(=O)N(C)C)CC3)no2)c(Cl)c1	6%	1%	-11%	45%	-7%	9%	-3%	-16%	-2
Cc1ccc(CC2S/C(=N/c3ccccn3)NC2=O)cc1 (centres undefined)	-6%	11%	0%	15%	-5%	4%	-18%	0%	-12
CCc1nnc(NC(=O)CC(C)c2ccccc2)s1 (centres undefined)	-8%	3%	5%	33%	5%	0%	-20%	24%	-2
Cc1ccc(-c2nnc(OCc3nc4ccccc4n3C)c3ccccc23)cc1	6%	-10%	3%	18%	0%	-5%	-15%	6%	1
CCOC(=O)N(C)C[C@@H]1OCc2ccccc2-c2c(n(C)c3ccccc23)C(=O)N([C@H](C)CO)C[C@H]1C	i	1%	-3%	.	.	.	-15%	.	5
O=C1c2ccccc2C(=O)N1CC1=NCCc2ccccc21	i	31%[activator]	5%	30%	6%	0%	?	-3%	-14
CCOc1ccc(OCC)c(NC(=O)CCC(=O)N2CCOc3ccccc32)c1	-6%	0%	25%	55%[activator]	19%	24%	-19%	19%	-3
Cc1ccc(CNC(=O)c2nc(SCc3ccc(F)cc3)ncc2Cl)cc1	-9%	-13%	-8%	3%	-3%	1%	10%	13%	-7
O=C(O)c1ccccc1-c1ccccc1C(=O)Nc1ccc2c(c1)oc(=O)c1ccccc12	-2%	-13%	-13%	.	.	.	-21%	.	26
Cc1occc1C(=O)N(Cc1nc(-c2ccccc2)no1)C(C)C	i	1%	9%	64%[activator]	7%	4%	-23%	22%	-4
CCN1CCN(C(=S)c2ccc(OC)cc2)CC1	-10%	14%	-5%	-14%	4%[57.1 µM]	2%	-2%	16%[57.1 µM]	-4
COc1cc(/C=N\NC(=O)c2ccc(-c3ccccc3)cc2)cc(OC)c1OC(C)=O	9%	3%	-9%	21%	-1%	1%	-15%	13%	-13
O=C(C[C@H]1C/C=C\C[C@H](Cc2ccc(F)cc2)C(=O)O[C@@H](c2ccccc2)CNC1=O)N[C@H](CO)Cc1ccccc1	5%	4%	-11%	20%	5%[57.1 µM]	0%	9%	11%[57.1 µM]	-3
O=C(NCc1ccco1)c1ccc(CNc2c(N3CCCCC3)c(=O)c2=O)cc1	5%	38%[activator]	3%	29%	6%	1%	?	13%	2
COc1ccc(/C=N/NC(=O)c2cc(C3CC3)[nH]n2)cc1OC	5%	6%	16%	19%	-3%[57.1 µM]	-6%	2%	-11%[57.1 µM]	-3

2 consecutive records out of the list so far:
SMILES	PGK inhibitor	GLS inhibitor	mIDH1 inhibitor	HP1b binding inh	TrxR1 substrate	Pin1 inhibitor	USP1-UAF1 inh	TrxR1 inh	PI4K2A block
O=C(NCc1ccco1)c1ccc(CNc2c(N3CCCCC3)c(=O)c2=O)cc1	5%	38%[activator]	3%	29%	6%	1%	?	13%	2
COc1ccc(/C=N/NC(=O)c2cc(C3CC3)[nH]n2)cc1OC	5%	6%	16%	19%	-3%[57.1 µM]	-6%	2%	-11%[57.1 µM]	-3

Later entries
SMILES	PGK inhibitor	GLS inhibitor	mIDH1 inhibitor	HP1b binding inh	TrxR1 substrate	Pin1 inhibitor	USP1-UAF1 inh	TrxR1 inh	PI4K2A block
COc1ccc(S(=O)(=O)N2CCC(C(=O)NCc3ccc(C)cc3)CC2)cc1	5%	-4%	3%	14%[57 µM]	2%	1%	-7%	11%	8
CCn1c(=O)c(C(=O)CN2CCN(S(=O)(=O)c3cc(C)ccc3C)CC2)c(N)n(Cc2ccccc2)c1=O	-4%	-1%	4%	21%	-6%	10%	-18%	8%	-6
CCOC(=O)c1c(NC(=O)COC(=O)CCCOc2ccc(OC)cc2)sc(C(=O)N(C)C)c1C	-7%	-4%	3%	22%	-2%	28%	-18%	5%	-5
Cc1ccc(NC(=S)Nc2ccc(OC(F)F)c(Cl)c2)cc1Cl	i	-4%	-2%	16%	5%[0.457 µM]	5%	-18%	-14%	3
COc1ccccc1C(=O)NCCC(=O)N1CCN(S(=O)(=O)c2ccccc2C(F)(F)F)CC1	-7%	0%	4%	26%	-5%	-2%	-7%	2%	1
O=C(c1ccc(Cl)cc1Cl)c1ncc(C(F)(F)F)cc1Cl	0%	-1%	9%	30%	-14%	0%	-3%	5%[57.1 µM]	-1
COc1cc2c(cc1OC)CN(C(=O)/C=C/c1cc(OC)c(OC)c(OC)c1)CC2	i	-8%	3%	7%	-7%[57.1 µM]	1%	-11%	8%[57.1 µM]	4
Cc1cccc(C(=O)NCC(=O)N2CCC2)c1	-11%	7%	-9%	18%	-1%	-3%	-6%	23%	-4
O=C(CSC1=NCCN1)NC1CCCCCC1	-4%	4%	4%	47%	-9%	1%	-3%	-17%	-4
Oc1ccc(/C=N/NC(=S)Nc2cccnc2)c(O)c1	-5%	20%	1%	-13%	-16%	?	-17%	-30%	2

The list is partial, so the mix of outcomes need not match the whole.
